mcGAS MS inh = inhibitors of Mus musculus cyclic GMP-AMP synthase, initial high-throughput assay, cell-free, RapidFire MS. Q8C6L5. recombinant mouse cGAS, cGAMP by RapidFire MS. inhibition, % at 12.5 µM. 130,000 tested, 0.18% active. AID 1259397, 2018;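 active means inhibition of cGAS enzyme activity at or above 60%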;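 further: enzyme stimulated by 45 bp dsDNA with ATP and GTP substrates; cGAMP share of summed cGAMP plus half ATP and half GTP signals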
Target sequence (Q8C6L5 whole entry, looked up): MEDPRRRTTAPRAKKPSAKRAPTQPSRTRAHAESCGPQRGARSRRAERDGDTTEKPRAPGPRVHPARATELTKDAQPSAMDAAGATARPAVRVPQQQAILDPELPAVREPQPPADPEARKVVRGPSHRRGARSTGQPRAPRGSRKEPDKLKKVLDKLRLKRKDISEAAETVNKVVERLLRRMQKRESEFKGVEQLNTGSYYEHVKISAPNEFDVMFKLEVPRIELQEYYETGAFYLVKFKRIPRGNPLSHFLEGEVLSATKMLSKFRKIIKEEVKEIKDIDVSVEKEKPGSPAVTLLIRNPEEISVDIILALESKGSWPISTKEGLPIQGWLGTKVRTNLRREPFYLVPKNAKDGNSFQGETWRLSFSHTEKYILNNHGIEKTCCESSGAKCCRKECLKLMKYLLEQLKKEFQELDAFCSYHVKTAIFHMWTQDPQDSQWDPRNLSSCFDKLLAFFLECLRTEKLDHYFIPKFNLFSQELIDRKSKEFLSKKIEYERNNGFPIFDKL
An asterisk follows results filed as active; & = joins results of further samples.

SMILES | mcGAS MS inh
CCCOc1cccc(C(=O)NC2CS(=O)(=O)c3ccccc32)c1 (stereo unspecified) | -2
CS(=O)(=O)Nc1nc(-c2ccccn2)nc2scc(-c3ccccc3)c12 | -5
O=C1CC(C(=O)N2Cc3cnn(CCO)c3C2)c2ccccc21 (stereo unspecified) | -16
O=C(NCCc1ccccc1)Nc1ccc2c(c1)N(S(=O)(=O)c1cccs1)CCC2 | -6
O=c1c2c3c(sc2ncn1N=Cc1ccco1)CCCC3 | -7
CCOc1ccc(CNc2nn[nH]n2)cc1OCC | -6
CC1C(=O)N(c2ccc([N+](=O)[O-])cc2)CCN1C(=O)COc1ccc(Cl)cc1 (stereo unspecified) | -6
CN(C/C=C/c1ccccc1)Cc1cccc2ccccc12 | -3&-1
CCOC(=O)CCC(=O)Nn1cnc2c(cnn2-c2ccc(C)c(C)c2)c1=O | -4
O=[N+]([O-])C1=Cc2c(ccc3ccccc23)OC1c1ccc2c(c1)OCO2 (stereo unspecified) | 6
Cc1ccc(-c2n[nH]c(=S)o2)cc1 | -3&9
Cc1[nH]nc(C(=O)NC(C)c2ccc(NC(=O)Nc3ccccc3)cc2)c1C (stereo unspecified) | -5
O=C1C(Br)=CC2C1C1C=CC2(Br)C12OCCO2 (stereo unspecified) | -17
COc1ccc(-c2c(C)c3ccccc3[nH]c2=O)cn1 | -35
O=C1Nc2c(Br)ccc(Br)c2C1=O | 2
Cc1cccn2c(=O)nc(SCc3ccccc3Cl)nc12 | -6
CN(CC(=O)Nc1c(Cl)cccc1Cl)C1CCCCC1 | -11
CC(C)C1CN(C(=O)CCc2cnccn2)CCCN1Cc1ccc(F)cc1 (stereo unspecified) | -20
CN(CCNC(=O)Nc1cnn(C)c1)Cc1ccc(F)cc1 | -11
Cc1ccc(-c2cc(O)c3c(c2)CN(C(=O)CN2CCNCC2)CCO3)s1 | 43
O=C(Cn1cc(C(F)(F)F)ccc1=O)c1ccc2c(c1)CCO2 | -1
Cc1nn(C2CCS(=O)(=O)C2)c2ncc(CNCCCn3cccn3)cc12 (stereo unspecified) | 2
c1ccc(OCCNc2nc(NCC3CC3)nc3ccsc23)cc1 | 3
CS(=O)(=O)NC1CCCN(C(=O)Nc2ccccc2N2CCc3sccc3C2)C1 (stereo unspecified) | 0
COc1ccc(CNCC2CCCO2)cc1OS(=O)(=O)c1ccc(F)cc1 (stereo unspecified) | -3
Cc1ccc(NC(=O)C2C(=O)N(CCO)C3(C)CC2c2ccccc2O3)cc1 (stereo unspecified) | -8
CN(CC(=O)Nc1ccc(F)cc1)C(=O)c1ccc2c(c1)NC(=O)CS2 | -6
CN1CC(=O)N2CCN(C(=O)COc3cccnc3)CC2C1=O (stereo unspecified) | -16
c1ccc(-n2ncc3c(NCc4ccccn4)ncnc32)cc1 | -7
CCOC(=O)c1nn(-c2ccc(F)cc2)c(=O)cc1N1CCN(c2ccccc2OC)CC1 | -2
CCOC(=O)C(C(C)=O)C1CC(C)NC(=S)N1 (stereo unspecified) | -8
CC(C)CN(C)S(=O)(=O)c1ccccc1C(=O)N1CCOCC1 | -12
Cc1cccc(C)c1-c1c(-c2ccccc2)ncn1CCCCN | -7
CCCCc1ccc(N2C3=[N+](CCCS3)CC2(O)c2ccc(C)cc2)cc1 (stereo unspecified) | -8
Cc1ccc(CNC(=O)CCc2cccc(Cl)c2Cl)cn1 | -13
O=C(CSc1nnc(-c2ccccc2)n1-c1ccccc1)N/N=C\c1ccc(Cl)c(Cl)c1 | -9
CCC(C)C(=O)N1CSCC1C(=O)Nc1ccc(C#N)cc1 (stereo unspecified) | -16
C=C(C)CSc1ncnc2c1sc1nc3c(cc12)COC(C)(C)C3 | 6
CC(=O)Nc1ccccc1OS(=O)(=O)c1ccc(Br)cc1 | -19&-3
Cc1ccc(-c2noc(C(C#N)=Cc3ccncc3)n2)cc1 | 0
Cc1noc(C)c1CSc1nn(-c2ccc(Cl)cc2)c(=S)s1 | 4
CCCNC(=O)CN1CCN(Cc2ccc3c(c2)OCO3)CC1 | -4
N#CCCN(C(=S)NC(=O)C1CC1)c1ccccc1 | 1
CCc1cccc(NC(=O)c2ccc(S(=O)(=O)N(C)C)cc2)c1 | -11
Cc1ccc(C2=Nc3nnnn3C(c3ccc(Br)cc3)C2)cc1C (stereo unspecified) | -8
Cc1ccc(NC(=O)c2ccc(-n3nc(-c4cccc(C(F)(F)F)c4)cc3N)cc2)cc1 | -2
COc1ccc(C2=CCCS2(=O)=O)c2ccc(C)nc12 | -30
O=C(NCC(c1ccco1)N1CCCC1)N1CCC(c2ncc(-c3ccc(F)c(F)c3)[nH]2)CC1 (stereo unspecified) | -5

Already shown: an excerpt of the list.
SMILES | mcGAS MS inh
CCOC(=O)c1nn(-c2ccc(F)cc2)c(=O)cc1N1CCN(c2ccccc2OC)CC1 | -2
CCOC(=O)C(C(C)=O)C1CC(C)NC(=S)N1 (stereo unspecified) | -8
CC(C)CN(C)S(=O)(=O)c1ccccc1C(=O)N1CCOCC1 | -12
Cc1cccc(C)c1-c1c(-c2ccccc2)ncn1CCCCN | -7
CCCCc1ccc(N2C3=[N+](CCCS3)CC2(O)c2ccc(C)cc2)cc1 (stereo unspecified) | -8
Cc1ccc(CNC(=O)CCc2cccc(Cl)c2Cl)cn1 | -13
O=C(CSc1nnc(-c2ccccc2)n1-c1ccccc1)N/N=C\c1ccc(Cl)c(Cl)c1 | -9
CCC(C)C(=O)N1CSCC1C(=O)Nc1ccc(C#N)cc1 (stereo unspecified) | -16
C=C(C)CSc1ncnc2c1sc1nc3c(cc12)COC(C)(C)C3 | 6
CC(=O)Nc1ccccc1OS(=O)(=O)c1ccc(Br)cc1 | -19&-3
Cc1ccc(-c2noc(C(C#N)=Cc3ccncc3)n2)cc1 | 0
Cc1noc(C)c1CSc1nn(-c2ccc(Cl)cc2)c(=S)s1 | 4
CCCNC(=O)CN1CCN(Cc2ccc3c(c2)OCO3)CC1 | -4
N#CCCN(C(=S)NC(=O)C1CC1)c1ccccc1 | 1
CCc1cccc(NC(=O)c2ccc(S(=O)(=O)N(C)C)cc2)c1 | -11
Cc1ccc(C2=Nc3nnnn3C(c3ccc(Br)cc3)C2)cc1C (stereo unspecified) | -8

(more compounds)
SMILES | mcGAS MS inh
COC(=O)c1ccc2c(c1)CCN2C(=O)c1c(C)noc1C | -2
CC(=O)OCC(=O)[C@@]1(OC(C)=O)[C@@H](C)C[C@H]2[C@@H]3C[C@H](F)C4=CC(=O)C=C[C@]4(C)[C@@]3(F)[C@@H](O)C[C@@]21C | 4
Cc1cccc2[nH]c(CN(C)C(=O)Cn3nnnc3CN(C)C(C)C)nc12 | -2
Cc1cnccc1CN(C)Cc1cn[nH]c1C(=O)O | -9
CN(C(=O)CCC(=O)N1CCOCC1)c1ccc2ccccc2c1 | 6
O=[N+]([O-])c1ccc(NN=C2c3ccccc3-c3ccccc32)c(S(=O)(=O)N2CCOCC2)c1 | 2
CCN(C(=O)c1cc(Br)cn1CC)C1CC(=O)NC1=O (stereo unspecified) | -8
CNC(=O)c1ccc(CNC(=O)C2=C(C)Oc3ccccc3C2)cc1 | 0
Cc1cccc2c(-c3ccc(CN4CCN(C)CC4)cn3)c[nH]c12 | -38
CC(C)S(=O)(=O)c1ncc(CN(C)C2CCOC2)n1CCc1ccccc1 (stereo unspecified) | 8
OCC1(CO)C2C3C4CC5C6C4C2C6C1C53 (stereo unspecified) | -9
CCOCCCN1CC2=C(C1=O)C(c1ccc(OC)cc1)NC(=O)N2 (stereo unspecified) | -3
CC(=O)Nc1ccc(C(=O)NCc2ccc(S(=O)(=O)N3CCCCC3)cc2)s1 | 5
NC(=S)Nc1ccc(F)c(Cl)c1 | -2
COCCN(Cc1cnn(C)c1)C(=O)c1cccc(=O)[nH]1 | -9
Clc1cccc(-c2cnc(CSc3nnc(-c4ccc5c(c4)OCO5)o3)o2)c1 | 14
CCCCC1C=CCN1C(=O)Cc1c[nH]c(=O)n(C)c1=O (stereo unspecified) | 3
Cc1cc(C(=O)Cn2cnc3c2c(=O)n(C)c(=O)n3C)c(C)n1CCC1=CCCCC1 | -7
COc1ccc2[nH]c3c(N(C)C)ncnc3c2c1 | -18&-11
CC(C)Nc1ncc(CN2CCC(Cc3cccc(C(=O)O)c3)C2)cn1 (stereo unspecified) | -10
Cc1cc(=O)[nH]c(-n2cc(C(=O)c3cc(Br)ccc3O)cn2)n1 | 10
Cc1noc(C)c1CN(C)Cn1ccc(-c2ccccc2)n1 | -10
CC1(C(=O)NCc2cccc3ccccc23)CCN1CCc1ccccc1 (stereo unspecified) | -8
CC(C)C(OC(=O)c1ccn[nH]1)C(=O)N1CCc2ccccc2C1 (stereo unspecified) | -6
CCOC(=O)C1(Cc2ccc(OC)cc2)CCN(C(=O)c2oc(C)cc2C)CC1 | -6
COc1ccc(-c2noc(CN3CCC(C(N)=O)(N4CCCCC4)CC3)n2)cc1 | -10
Cc1cnc(CCNC(=O)NC2CCc3c(F)cccc32)s1 (stereo unspecified) | -10
Cc1nc(C)c(C(=O)N(C)c2ccccc2C(=O)O)s1 | 2
CC(=O)N1CCc2c(sc(NC(=O)C3CCCCC3)c2-c2nc3ccccc3s2)C1 | 4
COC(=O)c1c(N)sc2c1CCC2 | -7
Cn1cnnc1Sc1ccc(S(=O)(=O)N2CCOCC2)cc1[N+](=O)[O-] | 14
COc1ccnc(C(=O)NC(C)CN(C)C(=O)c2cc(OC)ccn2)c1 (stereo unspecified) | -2
CCOC(=O)c1c(NC(=O)CSc2nc3ccccc3s2)sc2c1CCCC2 | 3
CCCN(C(=O)c1cccs1)C1CCN(C(=O)c2ccc(COC)cc2)CC1 | 0
Cc1ccc(C2(O)CCN(C(=O)CCn3nnc4ccccc43)CC2)nc1 | -14
COC(=O)c1ccc(CN2CCN(Cc3ccc(OC)c(C)c3)C(CCO)C2)cc1 (stereo unspecified) | -6
Cc1cccn2c(=O)nc(SCC(=O)NCc3ccccc3Cl)nc12 | -7
COc1ccc(-c2cn3c(n2)SCC3)cc1 | 3
Cc1ccc(C(=O)OCc2cc(=O)n3[nH]ccc3n2)c(C)c1 | -12
O=C(C1CCC(=O)N(C2CCCCCC2)C1)N1CCC2(C=Cc3ccccc32)CC1 (stereo unspecified) | 9
CC(NC(=O)C1CCN(CCOc2ccc(Cl)cc2)CC1)c1ccc(F)cc1 (stereo unspecified) | -1
Cn1c(CNC(=O)c2ccc3oc(Cc4ccc(Cl)cc4)nc3c2)nc2ccccc21 | -1
CN(C)S(=O)(=O)c1ccc(Cl)c(NS(=O)(=O)c2ccc3ccccc3c2)c1 | -6
O=C(C1=C(O)C(=O)N(CCN2CCOCC2)C1c1ccco1)c1ccco1 (stereo unspecified) | -8
Cc1ccc(/C=C/C(=O)NCCN2CCCS2(=O)=O)o1 | 3
Cc1ccc2nc(C)c(Cl)c(=O)n2c1 | -9
CC(NC(=O)c1ccco1)C(=O)N1CCCCC1C1OCCO1 (stereo unspecified) | -6
Cc1c(C(=O)NCc2ccc3c(c2)OCCO3)sc(=O)n1Cc1ccc2c(c1)OCO2 | 50
COc1ccccc1-n1c(CNC(=O)c2ccc(S(=O)(=O)N(C)C)cc2)nnc1SCC(=O)Nc1ccccc1F | -7
N#CC(NC(=O)c1nn(-c2ccccc2F)c2c1CCC2)C1CC1 (stereo unspecified) | -2
Cc1ccc(F)c(Cn2cc(C3CC=CCC3)nn2)c1F (stereo unspecified) | 7
COc1ccc(C2=NNC(=Nc3ccccc3OC)SC2)cc1 | 4
CCc1ncc(C(=O)N2CCc3[nH]c4ccc(OC)cc4c3C2)cn1 | -36
COc1cccc(N2C(=N)C(c3ccc(Cl)cc3)C(=O)C2C)c1 (stereo unspecified) | -13
CCOC(=O)c1c(C)[nH]c(C(=O)n2nc(N3CCCCC3)nc2N)c1C | -1
c1ccc(-c2ccc3nc(-c4ccccc4)c(CN4CCNCC4)n3c2)cc1 | -4
O=C(NC1CCCCCCC1)c1cnn(-c2ccc(Cl)nn2)c1C(F)(F)F | -8
COc1ncccc1-c1nn(C)c2ccc(C)cc12 | -34
COc1ccc(S(=O)(=O)N2CCCC2)cc1N(C)S(C)(=O)=O | -56
Cc1cnc(NC(=O)NCC2CCCC(CNC(=O)Nc3ncc(C)s3)C2)s1 (stereo unspecified) | 3

Next compounds follow.
SMILES | mcGAS MS inh
O=S(=O)(Nc1cc(F)ccc1F)c1ccc(Cl)cc1 | -6
COCCn1c(=O)c2c(nc3n2CC(C)CN3c2cccc(Cl)c2)n(C)c1=O (stereo unspecified) | -4
CC(OC(=O)CNC(=O)c1ccc(C(C)(C)C)cc1)C(=O)N1CCCC1 (stereo unspecified) | 2
CN(C(=O)CNC(=O)c1ccc(C(C)(C)C)cc1)c1ccc(O)cc1 | 2
CN1C(=O)NC(c2ccc(F)cc2)C2=C1CN(Cc1ccc(F)cc1)C2=O (stereo unspecified) | -17
c1cnc(Nc2nc(-c3ccncc3)cs2)nc1 | 3
COc1ccc(CCNC(=O)Cn2nc(C)c3cnn(-c4ccccc4)c3c2=O)cc1OC | -6
Cc1ccc(C(c2c(O)cc(C)n(Cc3ccccc3)c2=O)N2CCN(CCO)CC2)cc1 (stereo unspecified) | -13
Cc1cc(NC2CC(C)(C)NC(C)(C)C2)n2ncnc2c1 | -5
COCCNC(=O)c1sc(=O)n(Cc2ccc(-c3ccccc3)cc2)c1C | -2
COc1cccc(C(=O)Nn2cnc3c(cnn3-c3ccc(C)c(C)c3)c2=O)c1OC | -3
COc1ccc(S(=O)(=O)N2CCOCC2)cc1C(=O)N1CC(=O)Nc2cc(C)cnc21 | -3
O=C(COc1ccc2ccccc2c1)OCc1cc(=O)c(O)co1 | -2
COc1ccc(-c2nccn2CCCN2CCCC2=O)c2ccccc12 | 2
CC(=O)OC1C(=O)N(C)c2ccccc21 (stereo unspecified) | -5

Compound activity deposited in PubChem by Fisher Drug Discovery Resource Center.

These rows are one share of the data; rates above refer to the full screens.
